Source: PubChem BioAssay
beta cell repl: inducers of beta-cell replication in MIN6 cells; actives 0.29% (n = 330,000); proliferation, % at 10 µM; MIN6 cells proliferation, ATPlite luminescence, 48 h; cells starved in 0.2% serum; 100% = growth in 10% serum;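 active = compounds whose signal lies at least 3.5 SD above the mean of all wells on their plate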;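 note: 0% = DMSO-treated cells in low-serum medium and 100% = 10% serum control; some compounds called inactive have numbers as strong as hits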
hIAP block: human IAP inhibition; purified IAP, CDP-Star luminescence, 30 min; inhibition, % at 10 µM; actives 0.12% (n = 330,000);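 active = inhibition reaching a set limit with compound at 10 µM in the primary screen, cut at about 35% in these data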;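 note: plate controls were DMSO wells with enzyme for no effect and no-enzyme buffer wells for full effect; values of inactives mirror those of a sister screen read the other way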
APOBEC3A inh: inhibitors of human APOBEC3A DNA deaminase. recombinant A3A, FAM/TAMRA ssDNA deamination fluorescence. inhibition, % at 20 µM. AID 493011. actives 0.41% (n = 330,000). P31941;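 active = at least 40% inhibition at 20 µM here, with at most 30% in a related deaminase screen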;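 note: plate controls were A3A with DMSO for no effect and wells lacking A3A enzyme for full effect; some results filed as inactive read as strong as hits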
Target sequence (P31941 whole entry, looked up): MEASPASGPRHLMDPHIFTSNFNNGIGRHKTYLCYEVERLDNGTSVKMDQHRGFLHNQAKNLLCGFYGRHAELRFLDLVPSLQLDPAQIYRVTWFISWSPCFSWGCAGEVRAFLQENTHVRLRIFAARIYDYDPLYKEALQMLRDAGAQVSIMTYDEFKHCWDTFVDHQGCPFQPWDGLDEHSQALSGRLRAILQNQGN
APOBEC3G inh: inhibitors of human APOBEC3G DNA deaminase; Q9HC16; recombinant A3G, ssDNA deamination FAM/TAMRA fluorescence; inhibition, % at 20 µM; actives 0.28% (n = 330,000); AID 493012;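 active = inhibition of at least 40% at 20 µM, with no more than 30% in the related APOBEC3A deaminase screen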;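 note: plate controls were DMSO wells with A3G for no effect and wells lacking A3G enzyme for full effect; some compounds called inactive have numbers as strong as hits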
Target sequence (Q9HC16 whole entry, looked up): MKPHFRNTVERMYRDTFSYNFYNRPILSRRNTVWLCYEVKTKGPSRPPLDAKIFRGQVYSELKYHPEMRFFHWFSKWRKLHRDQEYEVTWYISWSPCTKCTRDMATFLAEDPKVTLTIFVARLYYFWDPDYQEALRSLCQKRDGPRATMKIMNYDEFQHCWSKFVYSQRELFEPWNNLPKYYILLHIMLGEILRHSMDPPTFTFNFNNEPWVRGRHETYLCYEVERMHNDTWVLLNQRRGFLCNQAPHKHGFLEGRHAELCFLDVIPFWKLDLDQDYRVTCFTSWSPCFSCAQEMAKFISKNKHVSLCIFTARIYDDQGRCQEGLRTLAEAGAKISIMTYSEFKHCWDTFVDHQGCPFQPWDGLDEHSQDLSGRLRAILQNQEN
mIAP block: blocks mouse intestinal alkaline phosphatase | purified mouse IAP, CDP-Star luminescence, 30 min | inhibition, % at 10 µM | actives 0.2% (n = 330,000) | AID 2806;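 active = inhibition of at least 40% at 10 µM in the primary screen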;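 note: plate controls were DMSO with enzyme for no effect and no enzyme wells for full effect; values of inactives mirror those of a sister screen read the other way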
MPTP block: blocks calcium-induced mitochondrial swelling; inhibition, % at 10 µM; actives 1.4% (n = 360,000); AID 602449; isolated mouse mitochondria, Ca2+ swelling absorbance, 30 min;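 active = inhibition of 50% or more, scaled per plate between neutral and stimulator controls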;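 note: 0% = DMSO wells given calcium and 100% = 1 mM EGTA wells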
mIAP activ: mouse IAP activation; muIAP, CDP-Star luminescence, 30 min; active compounds read high; 1 = vehicle-only enzyme signal, 0 = enzyme-free wells; AID 2805; activation factor at 10 µM; actives 0.24% (n = 330,000);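 active = activation factor of at least 2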; note: the source names both 10 and 20 µM as test concentration; values of inactives mirror those of a sister screen read the other way
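also added = chemiluminescent substrate CDP-Star | test system = mouse IAP enzyme | signal = chemiluminescence readout | compound = DMSO-dissolved test compounds | incubation = 30 min at room temperature | benchmarks = DMSO wells, no-enzyme wells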
hIAP activ: increases human intestinal alkaline phosphatase activity. activation factor at 10 µM. P09923. actives 0.16% (n = 330,000). purified human IAP, CDP-Star luminescence, 30 min; active compounds read high; 1 = vehicle-only enzyme, 0 = enzyme-free background. AID 2524;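 active = activation factor of the enzyme at least 2-fold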; note: the source names both 10 and 20 µM as test concentration; values of inactives mirror those of a sister screen read the other way
ATG4B inhibitor: inhibitors of human ATG4B cysteine protease; Q9Y4P1; ATG4B cleavage of LC3-PLA2, NBD-HPC fluorescence, 1 h; inhibition, % at 8.33 µM; actives 0.51% (n = 340,000); in the data active = inhibition above about 40%
Target sequence (Q9Y4P1 whole entry, looked up): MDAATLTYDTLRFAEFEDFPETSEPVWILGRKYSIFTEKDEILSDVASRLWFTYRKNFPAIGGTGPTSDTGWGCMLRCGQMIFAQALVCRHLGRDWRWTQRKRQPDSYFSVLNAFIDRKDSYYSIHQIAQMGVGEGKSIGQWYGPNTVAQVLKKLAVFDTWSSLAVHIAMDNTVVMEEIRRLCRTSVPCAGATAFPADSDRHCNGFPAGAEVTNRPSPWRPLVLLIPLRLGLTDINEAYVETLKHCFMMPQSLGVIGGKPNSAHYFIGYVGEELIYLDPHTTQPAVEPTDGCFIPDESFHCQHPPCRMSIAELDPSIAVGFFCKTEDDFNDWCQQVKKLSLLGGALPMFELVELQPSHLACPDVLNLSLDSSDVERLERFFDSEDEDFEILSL
An asterisk follows results filed as active.

SMILES	beta cell repl	hIAP block	APOBEC3A inh	APOBEC3G inh	mIAP block	MPTP block	mIAP activ	hIAP activ	ATG4B inhibitor
Cc1cccc(NC(=S)N/N=C/c2ccc([N+](=O)[O-])s2)c1	-3	16	-5	5	27	6.2	0.73	0.84	-19
COc1cccc(-c2ncc3ccccc3c2COC(=O)c2ccc(Br)cc2)c1	-6	7	4	2	1	-0.7	0.99	0.93	-5
Fc1ccccc1CN(CCN1CCOCC1)C(=S)Nc1ccccc1Cl	-1	0	-1	-7	0	-2.2	1	1	-8
CC(=O)c1ccc(Nc2cc(C)nc3c(C)cc(C)cc23)cc1	-6	-4	-1	-2	9	1.0	0.91	1	-8
CC(=O)c1c(C)[nH]c(C(=O)CSc2nnc(-c3ccccc3)n2Cc2ccc3c(c2)OCO3)c1C	0	-3	-3	-6	7	-2.6	0.93	1	5
COc1cc(/C=N/O)cc(Br)c1OCc1ccc(Cl)cc1	0	2	2	5	-3	1.7	1	0.98	5
CCOC(=O)Nc1ccc2c(c1)N(C(=O)CNC)c1ccccc1CC2	2	0	1	8	0	0.1	1	1	7
N#Cc1c(Cn2cncn2)nc(=O)n(-c2ccc(Cl)cc2)c1N	1	-34	-1	-5	-2	-1.1	1	1.3	6
O=C(CCc1c[nH]c2ccccc12)NCc1ccco1	-1	12	-4	-10	0	-0.7	0.99	0.89	0
Cc1cc(S(=O)(=O)N2CCOCC2)ccc1OCC(=O)NCCCn1ccnc1	3	-11	0	-4	-5	0.1	1	1.1	2
COc1ccc(C(=O)/C=C/c2ccc(N(C)C)cc2)c(OC)c1	-5	19	-30	-59	-6	2.5	1.1	0.81	-8
CC(C)(C)NC(=O)CCC1COc2ccccc2O1 (stereo not drawn)	-2	10	0	-7	9	-1.1	0.91	0.9	-10
O=C(CN1CCCc2ccccc21)N/N=C/c1ccccc1O	-6	-66	-5	-12	16	12	0.83	1.7	-5
Cc1cccc(NC2=NC3(CCCCC3)N=C(N)N2)c1C	-1	5	-5	-5	-16	3.3	1.2	0.95	12
CC1CCCC(NC(=O)CN2C(=O)NC(C)(c3cc(F)ccc3F)C2=O)C1C (stereo not drawn)	-6	-8	4	-3	-5	-1.4	1.1	1.1	-2
COc1ccc(C2CC(c3ccccc3)=NN2C(=O)c2ccc(F)cc2)cc1 (stereo not drawn)	-3	16	-5	-8	8	0.8	0.92	0.84	-3
CC[n+]1c(/C=C/Nc2ccccc2)oc2ccccc21	-2	-14	5	1	-9	2.4	1.1	1.1	4
C(=N\Nc1nc(N2CCCCC2)nc(N2CCCCC2)n1)/c1c[nH]c2ccccc12	-6	-5	0	-4	8	4.0	0.92	1.1	-5
CCN(CC)CC(=O)NCC1(c2ccccc2)CCOCC1	-1	16	-2	-1	-1	1.5	1	0.84	-9
COC(=O)C1C(O)=C(C(C)=Nc2cccc3ccccc23)C(=O)CC1(C)C (stereo not drawn)	-2	-10	-6	-2	3	2.0	0.97	1.1	-5
Cc1cc(NC(=O)CCC(=O)N(CCC(C)C)C(C(=O)NC2CCCC2)c2ccccc2C)no1 (stereo not drawn)	4	2	5	-8	2	-0.2	0.98	0.98	1
CSc1ccccc1C(=O)NC1CCCC1	0	-7	-2	-6	-2	-0.1	1	1.1	3
CS(=O)(=O)c1nc(S(=O)(=O)c2ccc(Cl)cc2)c(NCCCN2CCOCC2)s1	7	2	-5	-7	-2	-0.6	1	0.98	-5
O=C(c1cnn2c(C(F)(F)F)cc(-c3ccco3)nc12)N1CCCCCC1	2	15	-1	-5	0	4.1	1	0.85	3
CC(=O)c1ccc(OCCCC(=O)NC2CCCCC2C)cc1 (stereo not drawn)	-2	0	-2	-6	-2	-1.0	1	1	2
Cc1nc2ccc(C(C(F)(F)F)(C(F)(F)F)C(F)(F)F)cc2[nH]1	0	8	-2	-4	0	0.5	1	0.92	7
Cc1ccccc1C(=O)NCCNC(=O)c1ccccn1	0	12	-2	-9	12	0.9	0.88	0.88	-4
COc1ccc(-n2cnnc2SCC(=O)NC2CCCCC2)cc1	-1	0	-1	-4	-5	0.2	1	1	-6
COc1ccc(CN2C(=NC(=O)C3CC3)SC3CS(=O)(=O)CC32)cc1 (stereo not drawn)	0	-15	-5	-3	-3	-1.0	1	1.1	-9
O=C(NC12CC3CC(CC(C3)C1)C2)C12CC3CC(C1)CC(n1cnc(Cl)n1)(C3)C2	-1	10	-3	-9	-18	-1.3	1.2	0.9	4
CC(=O)Nc1ccc(C(=O)OCC(=O)N(c2ccccc2)C2CCS(=O)(=O)C2)cc1 (stereo not drawn)	-2	-9	-2	-7	-8	-1.2	1.1	1.1	-1
CC(C)C(=O)Nc1ccccc1C(=O)OCC(=O)c1ccc2c(c1)OCCO2	0	5	3	-2	-7	-7.6	1.1	0.95	8
O=C(COc1ccc(Cl)cc1)NCCS(=O)(=O)N1CCN(c2ccc(F)cc2)CC1	-3	18	-3	-4	-7	1.5	1.1	0.82	-9
CC(C)(O)C(=O)N=Nc1c(O)[nH]c2ccccc12	-1	-4	-1	-3	3	-0.5	0.97	1	-7
O=C(c1ccco1)N1CCN(C(=O)c2ccc(-c3ccc(Cl)cc3)o2)CC1	-2	3	-5	-5	14	-1.5	0.86	0.97	-11
CCOC(=O)N1CCN(Cc2nc3c(c(=O)n(C)c(=O)n3C)n2Cc2ccc(F)cc2)CC1	-3	11	-2	-1	6	1.1	0.94	0.89	-9
CCOC(=O)/C=c1\s/c(=C\c2ccc3c(c2)OCCO3)c(=O)n1CC(=O)NCC1CCCO1 (stereo not drawn)	2	-12	0	-2	-2	-1.7	1	1.1	-7
Cc1c(C(=O)NCCN(C)C)oc2ccc(S(=O)(=O)N3CCC4(CC3)OCCO4)cc12	0	11	4	-14	-4	-0.5	1	0.89	6
Cc1ccc(Cl)cc1N1CCN(C(=O)C2CCC(=O)N(C3CCCCCC3)C2)CC1 (stereo not drawn)	-7	-31	1	-7	2	4.0	0.98	1.3	-5
O=C(C1CCCCC1)N(CCN1CCCC1)c1nc2ccccc2s1	-2	12	-1	-1	-10	-0.8	1.1	0.88	12

Record cards (already shown). Values in the order: beta cell repl, hIAP block, APOBEC3A inh, APOBEC3G inh, mIAP block, MPTP block, mIAP activ, hIAP activ, ATG4B inhibitor
CC(=O)c1c(C)[nH]c(C(=O)CSc2nnc(-c3ccccc3)n2Cc2ccc3c(c2)OCO3)c1C as listed: 0, -3, -3, -6, 7, -2.6, 0.93, 1, 5
O=C(CCc1c[nH]c2ccccc12)NCc1ccco1 as listed: -1, 12, -4, -10, 0, -0.7, 0.99, 0.89, 0
COc1ccc(C(=O)/C=C/c2ccc(N(C)C)cc2)c(OC)c1 as listed: -5, 19, -30, -59, -6, 2.5, 1.1, 0.81, -8
CC1CCCC(NC(=O)CN2C(=O)NC(C)(c3cc(F)ccc3F)C2=O)C1C (stereo not drawn) as listed: -6, -8, 4, -3, -5, -1.4, 1.1, 1.1, -2
CCOC(=O)N1CCN(Cc2nc3c(c(=O)n(C)c(=O)n3C)n2Cc2ccc(F)cc2)CC1 as listed: -3, 11, -2, -1, 6, 1.1, 0.94, 0.89, -9

Next section.
SMILES	beta cell repl	hIAP block	APOBEC3A inh	APOBEC3G inh	mIAP block	MPTP block	mIAP activ	hIAP activ	ATG4B inhibitor
OCCC1CN(Cc2nc3c(s2)CCCC3)CCN1Cc1ccsc1 (stereo not drawn)	-2	8	-1	-2	-2	1.5	1	0.92	5
Cc1cccc(OCc2nnc(SCC(=O)c3cccs3)n2C)c1C	-3	-10	-1	-3	7	0.1	0.93	1.1	31
CCC(=O)NC(Nc1sc2c(c1C(=O)OC)CCN(C)C2)(C(F)(F)F)C(F)(F)F	-2	11	-1	-2	-2	-0.9	1	0.89	-12
O=C(Nc1cccc(Cl)c1)Nc1ccon1	-1	-10	-1	-4	-36	18	1.4	1.1	0
O=C(CSc1nc2ccccc2c(=O)n1-c1cccc(C(F)(F)F)c1)NC1CC1	-1	-6	0	-5	-3	-0.4	1	1.1	-6
CCc1ccc(C(O)(CC)C(CN2CCOCC2)c2ccccc2)cc1 (stereo not drawn)	0	0	-1	-5	4	-1.2	0.96	1	9
Cc1ccccc1N=C/C=C1/C=C(c2ccccc2)OC(C)(C)O1	-3	-32	-5	-1	-2	0.0	1	1.3	4
COc1cc(/C=C/C(=O)OC2CC3CCC2(C)C3(C)C)ccc1O (stereo not drawn)	-6	-17	-1	2	16	0.2	0.84	1.2	-16
CN(C)C(=S)Nc1ccc(Cl)cc1	-2	6	-7	19	-8	5.6	1.1	0.94	-7
COc1cc(C=O)ccc1OCc1ccccc1Br	0	8	2	-5	7	31	0.93	0.93	53*
Cn1c(-c2ccc(F)cc2)cnc1NCc1ccc(F)cc1F	-1	-6	4	-1	-10	1.0	1.1	1.1	6
COc1cc(OC)c2ccc(=O)oc2c1C(CCN1CCCC(C)C1)c1ccc2c(c1)OCO2 (stereo not drawn)	-1	20	-4	-9	12	-1.2	0.88	0.8	7
COc1ccc(CCN(C)C(=O)C2CCCN(C3CCN(Cc4ccccc4)CC3)C2)cc1OC (stereo not drawn)	-3	-5	-5	-4	-2	1.6	1	1	2
Fc1ccc(Nc2nnc(C(F)(F)F)s2)cc1	0	0	-2	-6	6	3.0	0.94	0.99	0
Cc1cc(Nc2cc(C)on2)n2ncnc2n1	-4	8	-2	-6	4	-2.9	0.96	0.92	-1
FC(F)(F)c1cnc(-c2cnc(-c3ccccn3)nc2)c(Cl)c1	-3	1	3	-2	-9	-0.4	1.1	0.99	-6
CN(C)c1ccc(/C=N/OC(=O)Nc2ccccc2Cl)cc1	-5	-18	-6	-1	-15	0.6	1.2	1.2	-7
CCNC(=O)C(=O)NCC1OCCCN1S(=O)(=O)c1cccs1 (stereo not drawn)	0	-5	3	1	-14	-0.2	1.1	1	-13
O=C(CSCc1ccc([N+](=O)[O-])cc1)NCCSCc1ccccc1	0	11	-3	-5	1	-1.9	0.99	0.89	0
Cc1ccc(CNc2nc(-c3cccs3)nc3ccccc23)cc1	-6	-4	1	-1	-8	10	1.1	1	8
CC(=O)c1cccc(N(CC(=O)O)S(C)(=O)=O)c1	-1	1	-5	-10	-6	-0.6	1.1	0.99	3
COc1ccc(Cl)cc1NC(=O)CN(C)CC(=O)Nc1c(C)n(C)n(-c2ccccc2)c1=O	-2	-2	3	-4	-14	-0.6	1.1	1	5
O=C1CSC(=NC(=O)c2ccccc2)N1	-3	-1	-1	-5	0	-0.2	1	1	-5
CCOC(=O)c1sc2nc(C)c([N+](=O)[O-])c(COC)c2c1N	2	-6	0	4	16	2.3	0.84	1.1	2
COCCNc1oc(-c2ccc(C)cc2)nc1C#N	-2	1	-2	1	3	-1.0	0.97	0.99	2
Cn1c(N2CCOCC2)nc2c1c(=O)n(Cc1ccc(Cl)c(Cl)c1)c(=O)n2C	-2	2	-5	-9	1	0.3	0.99	0.98	-6
CCc1nnc(NS(=O)(=O)c2ccc(NC(=S)NC(=O)c3ccc(OC)cc3)cc2)s1	-1	3	-3	-3	9	2.3	0.91	0.97	-1
Cc1cc(SCC(=O)Nc2cccnc2Cl)nc2ccccc12	2	-8	-4	-7	-10	1.3	1.1	1.1	-10
CC(=O)c1ccc(NC(=S)N2CC(C)CC(C)C2)cc1 (stereo not drawn)	-2	9	-2	-6	-5	1.2	1	0.91	6
c1ccc(OCCSc2nnc3sc4ccccc4n23)cc1	-3	5	-8	-7	1	-0.8	0.99	0.95	-5
O=C1CCC(=O)N1c1nc2nc(-c3ccccc3)cc(-c3ccccc3)n2n1	1	4	6	3	-4	-1.9	1	0.96	-14
O=C(CN(C(=O)Cn1nnc(-c2cccs2)n1)c1cnc2ccccc2c1)NCC1CCCO1 (stereo not drawn)	-3	6	1	-3	-6	-0.3	1.1	0.94	-1
